EphA4 KYL inhibition = inhibitors of EphA4 binding to KYL peptide, primary screen, biochemical, colorimetric, mouse EphA4 (AID 689); EphA4-AP binding to KYL peptide, pNPP A405; higher % means a stronger effect; one-dose inhibition, % at 10 µM; IC50 in µM for titrated hits; 62,000 compounds, 0.1% hits; in the data active means a potency from the dose series; inactive means the rest, 99 in 100 with inhibition below about 22%
The depositor's hits bear a star. The list is partial, so the mix of outcomes need not match the whole.

SMILES	EphA4 KYL inhibition
O=C(NCCc1ccccc1)c1ccc(Cl)c([N+](=O)[O-])c1	-3%
CCOC(=O)C(C)Oc1ccc2c(oc(=O)c3ccccc32)c1C (stereo not drawn)	1%
CCN(CC)c1ccc(NC(=O)c2cncc(Br)c2)cc1	4%
Cc1ccc2nc(Nc3nc(-c4ccccc4)cc(=O)[nH]3)nc(C)c2c1	-13%
CN(C)CCNC(=O)C1CC(=O)N(c2ccc(F)c(Cl)c2)C1 (stereo not drawn)	0%
O=C(OCCCc1ccncc1)c1ccc(S(=O)(=O)N2CCOCC2)cc1	-6%
CC(C)CCNC(=O)Cc1ccccc1[N+](=O)[O-]	-1%
COc1ccc(Cc2n[nH]c(=O)c3ccccc23)cc1OC	-6%
CCOC(=O)c1c(C)oc2c1cc(O)c1ccccc12	-6%
Cc1cnc(C(=O)OCC(=O)NC2CCCCC2)cn1	6%
COCCCNC(=O)C1CC(=O)N(Cc2ccc(OC)cc2)C1 (stereo not drawn)	-11%
CCN(C(=O)C1CCCCC1)c1nnc(-c2cccnc2)s1	-2%
COc1ccc(C2(O)CN(c3ccccc3)C3=[N+]2CCCS3)cc1 (stereo not drawn)	-4%
CC1(C)C2CC=C(/C=N/n3cnnc3)C1C2 (stereo not drawn)	-6%
CC(=O)Nc1nonc1OCCOc1nonc1NC(C)=O	5%
CN(C)CCN1C(=O)C(=O)/C(=C(/O)c2ccccc2)C1c1ccccc1F (stereo not drawn)	5%
COc1ccc(C2C(C(=O)NCCN3CCOCC3)c3ccccc3C(=O)N2C)cc1OC (stereo not drawn)	5%
Cc1ccc(C2NC(c3ccc(C)cc3)C(C)C(=NO)C2C)cc1 (stereo not drawn)	-15%
Cn1c(SCCOc2ccc(Cl)cc2)nnc1-c1ccncc1	13%
Cc1ccc(-c2ccc(S(=O)(=O)N3CCN(C)CC3)cc2)cc1	8%
O=C(c1cc(=O)c2ccccc2o1)N1CCCc2ccccc21	-16%
CCc1ccccc1NC(=O)CN(c1cc(OC)ccc1OC)S(C)(=O)=O	-1%
Cc1nc(N2C(=O)C(=O)/C(=C(/O)c3ccccc3)C2c2ccco2)sc1C (stereo not drawn)	-6%
CCOC(=O)CCn1c2nc(C)cc(C)c2c(=O)n1-c1ccccc1	10%
O=C1CC(N2CCCc3ccccc32)C(=O)N1c1ccccc1 (stereo not drawn)	1%

A second format for some results above:
> Cc1ccc(-c2ccc(S(=O)(=O)N3CCN(C)CC3)cc2)cc1
- EphA4 KYL inhibition = 8%
> Cc1ccc(C2NC(c3ccc(C)cc3)C(C)C(=NO)C2C)cc1 (stereo not drawn)
- EphA4 KYL inhibition = -15%

The list continues:
SMILES	EphA4 KYL inhibition
Cc1c(NC(=O)c2cc(-c3ccc(Cl)s3)nc3ccccc23)c(=O)n(-c2ccccc2)n1C	0%
O=C(CSc1nnc(-c2ccc(Cl)cc2Cl)n1C1CCCCC1)NC1CCS(=O)(=O)C1 (stereo not drawn)	-19%
Cc1ccc2c(C(=O)CN3CCCC3)c(C)[nH]c2c1	-4%
O=C(O)C1CCCCC1C(=O)NCCCCc1ccccc1 (stereo not drawn)	-3%
Cc1cc(C)nc(SCSc2nc(C)cc(C)n2)n1	19%
COC(=O)c1cn(CC(=O)N2CCCCC2C)c2ccccc12 (stereo not drawn)	-19%
Cc1nn(-c2ccccc2)c(Cl)c1/C=N/Nc1ccc(S(=O)(=O)Nc2ccccc2C(=O)O)cc1[N+](=O)[O-]	18%
CCOc1ccc(C2/C(=C(/O)c3ccc(Cl)cc3)C(=O)C(=O)N2CCCN(C)C)cc1OC (stereo not drawn)	-3%
COc1ccc(/C=C2/SC(=S)N(n3c(C)ccc3C)C2=O)cc1	23%
O=C(NNC(=O)c1cccnc1)Nc1cccc2ccccc12	10%
Cc1cc(C)cc(NC(=O)CN2CCC(NC(=O)Cc3ccccc3)CC2)c1	-14%
CCc1ccc(NC(=O)N(CCN2CCOCC2)C2CCN(C(C)=O)CC2)cc1	-6%
CC(=O)Nc1ccc(S(=O)(=O)N2CCSC2C(=O)O)cc1 (stereo not drawn)	1%
CC(C)COC(=O)c1cc(=O)[nH]c2ccccc12	3%
O=C(COc1ccc(-c2nnco2)cc1)N1CCN(S(=O)(=O)c2ccc3ccccc3c2)CC1	4%
CCOC(=O)C1CCCN(c2c(N3CCN(C4CCCCC4)CC3)c(=O)c2=O)C1 (stereo not drawn)	-6%
COc1ccc(N(C(=O)Cn2nnc3ccccc32)C(C(=O)NCc2ccco2)c2cccnc2)cc1 (stereo not drawn)	-5%
N#Cc1c(C(F)(F)F)cc(-c2ccccc2)nc1SCCN1CCOCC1	-15%
CN(C)c1ccc(C2OC(=O)C(C)(C)C(=O)C2(C)C)cc1 (stereo not drawn)	-10%
Cc1nn(-c2ccccc2)c2sc(C(=O)NCCN3CCOCC3)cc12	-9%
O=C(Nc1ccc(N2CCCC2)c(Cl)c1)c1ccco1	-7%
CCCS(=O)(=O)N1CCN(CC2CC3C=CC2C3)CC1 (stereo not drawn)	-16%
CCn1c(=O)c(C)nn2c3ccccc3nc12	3%
COCCCn1c(SCC(=O)N(C)C)nnc1-c1ccccc1	-33%
CS(=O)(=O)c1ccc2nc(NC(=O)c3ccc([N+](=O)[O-])cc3)sc2c1	-10%
The listing continues.
SMILES	EphA4 KYL inhibition
O=C(NC1C(=O)NNC1c1ccccc1)c1ccccc1 (stereo not drawn)	-10%
Cc1cc(C)c2c(=O)[nH]c(SCC(=O)N3CCCCC3)nc2n1	-20%
Cc1ccc(CNS(=O)(=O)c2cn(C)cn2)cc1	-2%
O=C(CNC1CCCCCC1)Nc1ccccc1N1CCCCC1	-8%
Cc1cccc(NC(=O)Cn2cccc2)c1	-2%
COc1ccc2cnn(Cc3ccccc3)c(=O)c2c1OC	10%
CCS(=O)(=O)c1ccc(O)c(NC(=O)c2cc(OC)c(OC)c(OC)c2)c1	0%
CC(=O)c1cccc(NC(=O)Nc2cccc(Cl)c2)c1	-1%
COn1c(-c2ccc(Cl)cc2)nc2ccc(Cl)cc21	-15%
O=C(COc1ccc([N+](=O)[O-])cc1)Nc1ccccc1O	-6%
Fc1ccc(NC(=S)NCc2ccccn2)cc1	-5%
CC(C)COc1ccc(C(=O)Nc2ccc(Cl)cc2)cc1	-13%
Cc1ccnc(N2C(=O)c3ccccc3C2O)c1 (stereo not drawn)	-4%
COc1ccc(CCC(=O)Nc2cc(Cl)ccc2OC)cc1	0%
CNC(=O)NC(=O)COC(=O)CCCOc1ccc(OC)cc1	-20%
CCOc1ccc(Nc2cc(=O)oc3ccccc23)cc1	-14%
CCN(CC(=O)NCc1cccs1)S(=O)(=O)c1ccc(C(C)C)cc1	-6%
C=CCCC(=O)Nc1nc(C)c(-c2csc(Nc3ccc(Cl)cc3Cl)n2)s1	-2%
Cn1ncc(C#N)c1NC(=O)C1CC(c2ccc(Cl)c(Cl)c2)=NO1 (stereo not drawn)	-16%
OC(COc1ccc2ccccc2c1)CN1CCCC1 (stereo not drawn)	-1%
Cc1cc(C(=O)CSc2nnc(-c3ccco3)o2)c(C)n1-c1ccc2c(c1)OCCO2	2%
CCCCNc1cc(=O)oc2ccccc12	-16%
COc1cccc(N=Cc2c[nH][nH]c2=O)c1	-8%
CS(=O)(=O)N(CC(=O)NCc1ccncc1)c1ccc(Oc2ccccc2)cc1	-1%
CCc1ccc(N2C(=O)C3ON(c4ccccc4)C(c4ccco4)C3C2=O)cc1 (stereo not drawn)	4%
The list continues.
SMILES	EphA4 KYL inhibition
C=CCOC(=O)c1sc(NC(=O)c2ccco2)nc1C	-3%
CC1(C)CC(=O)C2=C(C1)NC1=C(C(=O)c3ccccc31)C2c1ccc(OC(=O)/C=C/c2ccc([N+](=O)[O-])cc2)cc1 (stereo not drawn)	-5%
COc1ccc(Br)cc1/C=N/NC(=O)CNC(=O)/C=C/c1ccccc1	-9%
Cc1ccc(-c2nc(-c3ccccc3)no2)c(Cl)c1	1%
COCCn1c(SCC(=O)Nc2cc(C)on2)nnc1-c1ccco1	-26%
O=c1[nH]c2cccc(Cl)c2n(CCNc2ncc(C(F)(F)F)cc2Cl)c1=O	2%
Oc1c(Br)cc2oc3c(c2c1CNCc1ccccc1)CCCC3	-8%
CN=C(Nc1ccc(Cl)cc1)c1ccc(C(F)(F)F)cc1	-13%
O=C(Nc1ccc(-c2nc3ccccc3o2)cc1)c1ccc(NC(=O)c2cc3ccccc3o2)cc1	-1%
CN(CC(=O)NCc1cccc(F)c1)C(=O)c1ccco1	-15%
C=CCc1ccccc1OCC(O)Cn1ccnc1C (stereo not drawn)	-10%
CC1CCN(c2nc3ccc(C(=O)N4CCN(Cc5ccccc5)CC4)cc3s2)CC1	2%
COc1ccc(C(=O)Nc2nnc(C(F)(F)F)s2)cc1	-17%
CCN(CC)CCN1C(=O)c2ccccc2NC1c1ccc2c(c1)OCO2 (stereo not drawn)	-4%
O=C(NCc1ccccc1)c1cccc(COc2ccc(Cl)cc2)c1	-2%
COc1ccc(Cn2cccc(NC(=O)Nc3cccc(C#N)c3)c2=O)cc1	-20%
Clc1cccc(-c2ccnc3nc(-n4cccc4)nn23)c1	-4%
c1ccc2c(c1)N1CCN=C1N2CCN1CCCCC1	-15%
CCc1ccc(OCC(=O)N2CCN(c3ccc([N+](=O)[O-])cc3)CC2)cc1	-7%
O=C(O)CCCn1nc(C(F)(F)F)c2c1CCCCC2	22%
CC(=O)NC(Cc1ccccc1F)C(=O)NC1CCN(C(=O)c2cnccn2)CC1 (stereo not drawn)	-2%
CCN(Cc1ccccc1)S(=O)(=O)c1ccc(C(=O)Nc2nnc(-c3ccccc3OC)o2)cc1	-16%
COCc1cc(C)n(CC(=O)NC(C)c2ccccc2)c(=O)c1C#N (stereo not drawn)	5%
COc1ccc(CCNC(=O)c2ccc(NS(=O)(=O)c3c(C)noc3C)cc2)cc1OC	3%
NC(CC(=O)O)c1cccc(Br)c1 (stereo not drawn)	0%
Following part.
SMILES	EphA4 KYL inhibition
Cc1oc(-c2ccccc2Cl)nc1CSCC(=O)O	-12%
Cn1c(N)c(C(=O)CSc2ccc3c(c2)OCCO3)c(=O)n(C)c1=O	-11%
COc1ccccc1NC(=O)CN1CCN(CC(=O)Nc2ccc(OCc3ccccc3)cc2)CC1	-2%
Cc1cc(-c2ccc(N3C(=O)CCC3=O)c(C)c2)ccc1N1C(=O)CCC1=O	-9%
CCOC(=O)N1CCN(Cc2ccc(F)cc2F)CC1	-9%
CCOC(=O)Cc1csc(Nc2c(C)n(C)n(-c3ccccc3)c2=O)n1	-22%
O=C1c2ccccc2C(=O)N1CCCC(=O)N1CCc2ccccc21	-13%
CCOC(=O)N1CCN(c2nc3c(c(=O)[nH]c(=O)n3C)n2Cc2ccccc2Cl)CC1	-3%
O=c1cc(-c2ccc([N+](=O)[O-])cc2)nc2cc(-c3cccc(F)c3)[nH]n12	0%
Cc1ccc(C(=O)NCCSc2ccc(Cl)cc2)cc1S(=O)(=O)Nc1ccccc1	7%
CN1CCc2c(C#N)c(N3CCCCC3)nc(NCc3ccccc3)c2C1	6%
COc1ccc(C(=O)/C=C\c2ccc(NC(=O)c3cccs3)cc2)cc1	-10%
O=c1cc(CN2CCN(Cc3ccccc3)CC2)c2cc(Cl)ccc2o1	-7%
COc1ccc(C)cc1NC(=O)CSc1nnc(-c2ccc(OC)c(OC)c2)n1N	-3%
CCc1nnc(SCc2ccc(OC)c(Br)c2)n1N	1%
CCOC(=O)c1sc(NC(=O)CCCOc2ccc(Cl)cc2Cl)nc1C	7%
Cc1ccc(C(=O)NCC(=O)OCC(=O)c2c(N)n(C)c(=O)n(C)c2=O)s1	-3%
CCOC(=O)C1=C(O)/C(=C/c2ccccc2)SC1=Nc1cccc2ccccc12	-6%
COCCNC(=O)CN(C(=O)CCC(=O)Nc1ccccn1)c1ccc(F)cc1	-10%
CN1C(=O)C(=Cc2ccccc2OCc2ccccc2F)C(=O)N(C)C1=O	11%
O=C(CSC1=Nc2ccccc2C2=NC(CC(=O)NCc3ccco3)C(=O)N12)NCC1CCCO1 (stereo not drawn)	11%
Cc1nccn1-c1ccc(C(F)(F)F)cc1NC=O	-15%
Cc1ccc(OCCn2cnc3c(N)ncnc32)cc1	-7%
CCC(=O)Nc1cc(-c2nn3c(C)nnc3s2)ccc1C	-3%
CCOc1ccc(N2C(=O)CC(Sc3nc(C)cc(C)n3)C2=O)cc1 (stereo not drawn)	2%

Molecules above that have an aryl methoxy group, in the order listed:
SMILES	EphA4 KYL inhibition
COc1ccc(Cc2n[nH]c(=O)c3ccccc23)cc1OC	-6%
COCCCNC(=O)C1CC(=O)N(Cc2ccc(OC)cc2)C1 (stereo not drawn)	-11%
COc1ccc(C2(O)CN(c3ccccc3)C3=[N+]2CCCS3)cc1 (stereo not drawn)	-4%
COc1ccc(C2C(C(=O)NCCN3CCOCC3)c3ccccc3C(=O)N2C)cc1OC (stereo not drawn)	5%
CCc1ccccc1NC(=O)CN(c1cc(OC)ccc1OC)S(C)(=O)=O	-1%
CCOc1ccc(C2/C(=C(/O)c3ccc(Cl)cc3)C(=O)C(=O)N2CCCN(C)C)cc1OC (stereo not drawn)	-3%
COc1ccc(/C=C2/SC(=S)N(n3c(C)ccc3C)C2=O)cc1	23%
COc1ccc(N(C(=O)Cn2nnc3ccccc32)C(C(=O)NCc2ccco2)c2cccnc2)cc1 (stereo not drawn)	-5%
COc1ccc2cnn(Cc3ccccc3)c(=O)c2c1OC	10%
CCS(=O)(=O)c1ccc(O)c(NC(=O)c2cc(OC)c(OC)c(OC)c2)c1	0%
COc1ccc(CCC(=O)Nc2cc(Cl)ccc2OC)cc1	0%
CNC(=O)NC(=O)COC(=O)CCCOc1ccc(OC)cc1	-20%
COc1cccc(N=Cc2c[nH][nH]c2=O)c1	-8%
COc1ccc(Br)cc1/C=N/NC(=O)CNC(=O)/C=C/c1ccccc1	-9%
COc1ccc(C(=O)Nc2nnc(C(F)(F)F)s2)cc1	-17%
COc1ccc(Cn2cccc(NC(=O)Nc3cccc(C#N)c3)c2=O)cc1	-20%
CCN(Cc1ccccc1)S(=O)(=O)c1ccc(C(=O)Nc2nnc(-c3ccccc3OC)o2)cc1	-16%
COc1ccc(CCNC(=O)c2ccc(NS(=O)(=O)c3c(C)noc3C)cc2)cc1OC	3%
COc1ccccc1NC(=O)CN1CCN(CC(=O)Nc2ccc(OCc3ccccc3)cc2)CC1	-2%
COc1ccc(C(=O)/C=C\c2ccc(NC(=O)c3cccs3)cc2)cc1	-10%
COc1ccc(C)cc1NC(=O)CSc1nnc(-c2ccc(OC)c(OC)c2)n1N	-3%
CCc1nnc(SCc2ccc(OC)c(Br)c2)n1N	1%

Screening results deposited in PubChem BioAssay by Sanford-Burnham Center for Chemical Genomics.
